# 12-LOX inh – Primary qHTS assay for inhibitors of human arachidonate 12S-lipoxygenase (ALOX12): Round 2; 580,000 tested, 1.1% active; purified 12hLO, xylenol orange hydroperoxide absorbance; Potency, µM (titrated, usually from 108 µM), for the others: at the highest dose activity change, negative = inhibition, most hits filed as inhibitors; Polyunsaturated fatty acid lipoxygenase ALOX12 (Homo sapiens), P18054; AID 1671190, 2021; also: potency is read from the fitted curve at half-maximal effect; % is scaled to controls: 0 for no effect and ±100 for the full control effect
#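 Purified human 12hLO at 150 nM in 25 mM Hepes, 0.01% Triton X-100, pH 7.0, preincubated 15 min at room temperature with compound. Reaction started with 40 uM arachidonic acid, 30 min at room temperature. Hydroperoxide measured by Fe-xylenol orange, 573/405 nm absorbance ratio.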
# GRP78 ERSR act – qHTS for Inducers of the Endoplasmic Reticulum Stress Response (ERSR) in Human Glioma: qHTS; U87-MG GRP78 promoter luciferase reporter, 16 h; 420,000 tested, 0.02% active; Potency, µM, inactives show at the highest dose activation, hits mostly activators; AID 602332, 2012; also: potency is read from the fitted curve at half-maximal effect; series mostly up to about 76 µM; % of control where 0% means no effect; nearly all actives have a fitted effect of over 35% in size
#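 ERSR induction read as luciferase luminescence (Bright-Glo, 10 min at room temperature) in stably transfected human U87-MG glioma cells exposed to compounds for 16 h, using GRP78 as sensor.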
# RGS4 inhibitor – Inhibitors of Regulator of G Protein Signaling (RGS) 4: qHTS. Regulator of G-protein signaling 4 (Homo sapiens), P49798. Transcreener GDP fluorescence polarization, RGS4-accelerated GTP hydrolysis. Potency, µM (top dose mostly 114 µM), inactives show at the highest dose activity change, negative = inhibition, hits mostly inhibitors. 390,000 tested, 0.039% active. AID 504845, 2011; also: potency is read from the fitted curve at half-maximal effect; % is scaled to controls: 0 for no effect and ±100 for the full control effect; nearly all actives have a fitted effect of over 75% in size; some results filed as inactive show a strong effect at the top dose
# Target sequence (P49798 whole entry, looked up): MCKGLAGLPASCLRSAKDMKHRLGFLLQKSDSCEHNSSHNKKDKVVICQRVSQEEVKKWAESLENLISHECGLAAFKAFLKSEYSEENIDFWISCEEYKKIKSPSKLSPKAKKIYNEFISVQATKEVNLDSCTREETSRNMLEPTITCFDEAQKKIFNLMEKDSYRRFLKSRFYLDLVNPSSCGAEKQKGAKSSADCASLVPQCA
#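 MLSMR compounds (23 nl, pin-transferred) preincubated 10 min at room temperature with a 500nM (2x) first reagent, then RGS4 at 900nM (2x) plus Transcreener GDP mix added; fluorescence polarization (620/688 nm) read before and after 90 min at 30 °C.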
# D2 agonist – HTS Assay for Allosteric Agonists of the Human D2 Dopamine Receptor: Primary Screen for Agonists | D(2) dopamine receptor (Homo sapiens), P14416 | HEK293 T-REx D2 cells, calcium flux agonist mode | activation, % at 2 µM | 340,000 tested, 0.53% active;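 active = activation over 3 SD above normal in the single-dose calcium agonist read, cut at about 30% in these data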; also: 0% is about no effect
# Target sequence (P14416 whole entry, looked up): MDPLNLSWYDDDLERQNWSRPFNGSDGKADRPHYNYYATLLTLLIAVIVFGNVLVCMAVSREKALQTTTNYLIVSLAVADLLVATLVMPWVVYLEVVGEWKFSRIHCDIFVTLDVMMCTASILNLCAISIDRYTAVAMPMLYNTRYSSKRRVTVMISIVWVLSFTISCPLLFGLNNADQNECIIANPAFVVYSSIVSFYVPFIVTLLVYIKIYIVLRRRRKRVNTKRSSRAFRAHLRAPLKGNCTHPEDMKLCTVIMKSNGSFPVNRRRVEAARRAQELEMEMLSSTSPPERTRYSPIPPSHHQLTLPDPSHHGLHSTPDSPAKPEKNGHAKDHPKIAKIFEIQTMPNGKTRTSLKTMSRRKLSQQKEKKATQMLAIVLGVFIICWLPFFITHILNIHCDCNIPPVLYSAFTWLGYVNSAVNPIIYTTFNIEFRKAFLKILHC
#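 Calcium-flux readout, 1 cycle/sec over 180 s following compound pin transfer, in inducible HEK293 Trex D2 cells (force-coupled); dopamine controls included. Positive calcium responses during this window marked compounds as potential agonists.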
# D2 antag – HTS Assay for Allosteric Antagonists of the Human D2 Dopamine Receptor: Primary Screen for Antagonists; inhibition, % at 10 µM; HEK293 TREx D2 cells, calcium flux, dopamine EC80; 340,000 tested, 2% active; D(2) dopamine receptor (Homo sapiens), P14416; in the data active = inhibition above about 30%; also: 0% is about no effect
#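 Cells plated overnight at 30 C with tetracycline; no-wash calcium dye, 30–90 min RT; 10 s baseline; compound pinned; 180 s read; EC80 dopamine added; another 180 s read.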
# LDHA block – qHTS assay for inhibitors of human lactate dehydrogenase; L-lactate dehydrogenase A chain (Homo sapiens), P00338; purified LDHA, NADH/diaphorase-resazurin fluorescence; hits give low values; activity change, % (values are at about 110 or 230 µM); 480,000 tested, 0.15% active; AID 1347041, 2019; in the data active = activity change below about -30%; inconclusive = mostly about -25% to -30%;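 also: plate controls were DMSO wells for no effect and wells without enzyme for full effect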
#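 Resorufin fluorescence (ex540/em590), read at 0 and 20 min after diaphorase/resazurin addition, reports the NADH left after a 5 min room-temperature reaction of 2 nM human LDH5 with 0.06 mM NADH and 0.2 mM pyruvate.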
# Vif-A3G inh – qHTS for Inhibitors of Vif-A3G Interactions: qHTS. DNA dC->dU-editing enzyme APOBEC-3G (Homo sapiens), Q9HC16. HeLa A3G-eYFP + Vif (tagged APOBEC3G with the HIV-1 protein that degrades it), YFP fluorescence, overnight. Potency, µM (top dose mostly 46.1 µM), inactives show at the highest dose activity, negative = active, most hits filed as inhibitors. 410,000 tested, 0.076% active;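 also: potency is read from the fitted curve at half-maximal effect; % is scaled to controls: 0 for no effect and ±100 for the full control effect; nearly all actives have a fitted effect of over 60% in size; hits raise eYFP signal because A3G escapes Vif-driven loss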
# Target sequence (Q9HC16 whole entry, looked up): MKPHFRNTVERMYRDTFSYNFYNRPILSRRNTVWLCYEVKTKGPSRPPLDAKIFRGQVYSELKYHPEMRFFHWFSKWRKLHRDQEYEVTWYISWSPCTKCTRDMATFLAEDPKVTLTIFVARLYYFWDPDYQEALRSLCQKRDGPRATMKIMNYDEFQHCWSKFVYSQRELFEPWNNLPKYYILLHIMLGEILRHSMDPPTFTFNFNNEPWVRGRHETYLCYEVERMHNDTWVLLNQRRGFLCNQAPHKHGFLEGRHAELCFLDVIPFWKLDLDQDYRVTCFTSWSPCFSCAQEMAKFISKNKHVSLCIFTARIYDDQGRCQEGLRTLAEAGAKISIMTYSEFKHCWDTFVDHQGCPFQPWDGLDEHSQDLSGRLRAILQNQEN
#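 HeLa cells stably expressing Vif and C-terminally eYFP-tagged A3G, seeded overnight at 37 deg C, then exposed to compound by pintool overnight at 37 deg C. Rise in yellow fluorescence (Ex 488/Em 500-530, Acumen) marks blocked Vif-driven A3G degradation.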
# ERG-DNA inh – qHTS for Small Molecule Inhibitors of the ERG Ets/DNA interaction; Transcriptional regulator ERG (Homo sapiens), P11308; fluorescence polarization, His-ERG Ets domain / labelled DNA; Potency, µM (doses to about 76.9 µM), inactives show at the highest dose FP activity, negative = inhibition, actives largely listed as inhibitors; 370,000 tested, 0.028% active; active = well fitted inhibition curve with a large enough effect in the polarisation, with a control signal flat; inconclusive = small, poorly fitted or top-dose-only effect, or effect the other way, or a change in a side signal; inactive = no such curve, though single readings can be large or run the other way; the % refers to the polarisation;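 also: polarization taken with two DNA probes labelled with fluorescein and Texas red; potency is read from the fitted curve at half-maximal effect; % of control where 0% means no effect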
#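 His-tagged ERG Ets domain (1 uM in the protein solution; 300mM KCl, 50mM Tris-HCl, 1mM EDTA, 1mM DTT, pH 7.5) received compound, then a probe mix of 5 nM fluorescein-DNA and 100nM Texas-615-DNA. Fluorescence polarization was read for both dyes.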
# Vif-A3F inh – qHTS for Inhibitors of Vif-A3F Interactions: qHTS; HeLa A3F-eYFP + Vif (tagged APOBEC3F with the HIV-1 protein that degrades it), YFP fluorescence increase; Potency, µM (titrated, usually from 46.1 µM), without a hit: at the highest dose activity, negative = active; 390,000 tested, 0.2% active; AID 602313, 2012; also: potency is read from the fitted curve at half-maximal effect; % of control where 0% means no effect; nearly all actives have a fitted effect of over 65% in size
#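 HeLa cells stably expressing Vif plus C-terminally eYFP-tagged A3F were seeded, incubated overnight at 37 deg C, dosed with compound, incubated overnight again at 37 deg C. Yellow fluorescence (Ex 488/Em 500-530) reported blocked Vif-mediated A3F-eYFP degradation.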
# * = called active by the depositor; u = inconclusive; x = not tested or not shown; & = joins results of further samples; [ ] = dose if it differs, or a comment. Unless noted, calls follow the shape of the dose curve; as a rule, active = well fitted curve in the direction sought with a large enough effect; inconclusive = small, poorly fitted or top-dose-only effect, or another doubt; inactive = no such curve, though single readings can be large; an effect the other way counts as inactive or inconclusive. A portion of the library; rates above refer to the full screens.
SMILES	12-LOX inh	GRP78 ERSR act	RGS4 inhibitor	D2 agonist	D2 antag	LDHA block	Vif-A3G inh	ERG-DNA inh	Vif-A3F inh
COc1cc(OC)c(OC)cc1CNC1CCCCCC1	u	-4%	12%	-1.3	-6	-11	2%	0%	-11%
Cn1cnc2c(=O)oc3ccc(S(=O)(=O)N4CCN(c5cccc(Cl)c5)CC4)cc3c21	-4%	-4%	-14%	-1.8	x	-10	2%	-1%	-4%
COc1ccc(CCNC(=O)c2cccs2)cc1OC	-12%	0%	16%	0.2	-16	-13	-1%	2%	-22%
Cn1cc(Br)c(C(=O)NC2CCCCCC2)n1	-11%	10%	-18%	0.0	-20	-2	-1%	7%	-2%
Cc1nc(C)c(C(=O)Nc2ncc([N+](=O)[O-])s2)o1	u	-16%	-28%	-0.2	-2	-6	0%	-11%	10%
CCC(c1nnc(SCC(=O)NCCc2ccc(OC)c(OC)c2)n1Cc1ccccc1)N(C)C (configuration not stated)	-5%	0%	9%	0.0	-1	-10	0%	0%	8%
C/C(=C\C(=O)c1ccc(Br)cc1)Nc1ccc(Cl)cc1	-13%	8%	18%	1.4	-4	-1	0%	3%	-11%
Cc1cc(C)n(-c2nc(-c3cccc(Cl)c3)cs2)n1	0%	5%	15%[11.4 µM]	x	x	4	-10%	-4%	-9%
Cc1cnc(C(=O)NC(C)CCc2ccccc2)cn1 (configuration not stated)	-28%	3%	4%	1.0	-18	-3	2%	-11%	1%
Cn1c(=O)n(CC(=O)OCc2ccccc2)c(=O)c2c1nc1n2CCCN1C1CCCCC1	475%[activator]	-1%	21%	x	x	-5	-1%	-13%	-1%
CC(=O)c1cnc(Nc2ccccc2)s1	0%	3%	6%	0.4	-3	-5	-14%	-7%	-1%
CCN(CC)CCn1c2c(c(SCC(=O)Nc3nc4ccccc4s3)nc1=O)CCC2	-4%	-2%	2%	-1.2	-10	-10	-6%	5%	-30%
Cc1c(C(=O)N(C)C)c2cc(Cl)ccc2n1O	-20%	2%	1%	-0.6	-11	9	0%	-2%	6%
COc1ccccc1/C=C/C(=O)NNC(=O)c1cc(C)oc1C	22%	-3%	14%	1.0	3	-1	0%	5%	-12%
O=C(NCC(O)CO)c1ccc2[nH]c3ccccc3c2c1 (configuration not stated)	-7%	3%	4%	0.2	1	-4	-12%	1%	6%
CCC(=O)c1ccc(N2CCCCC2)c(F)c1	-8%	3%	-5%[11.4 µM]	0.0	1	0	7%	7%	2%
CC1(c2ccccc2)NC(=O)N(CC(=O)Nc2ccc(N3CCOCC3)cc2)C1=O (configuration not stated)	-6%	0%	27%	x	x	3	-2%	24%	2%
COCCNC(=O)C(=O)NCC(c1ccc2c(c1)OCO2)N1CCN(c2ccc(F)cc2)CC1 (configuration not stated)	1%	-6%	-9%	0.4	-6	-14	-3%	1%	1%
CCCCN(C)C(=O)c1ccc(Nc2nc(C(N)Cc3ccc(C(F)(F)F)cc3)cs2)nc1 (configuration not stated)	u	-12%	x	x	x	-6	3%	x	x
O=C(NN=Cc1ccccc1OC(F)F)c1ccc(NS(=O)(=O)c2cccs2)cc1	x	-2%	-1%	x	x	-2	-11%	x	0%
COC(=O)C1=C(C)N(Cc2ccccc2)C(=NCCCCO)N[C@H]1CCc1ccccc1	-26%	1%	-6%	-0.5	4	3	6%	-5%	6%
CCOc1cc(CNCCc2c[nH]c3ccccc23)cc(Cl)c1OCC(N)=O	8%	-3%	-17%	18	-18	-2	2%	11%	-2%
CCn1cc(C(=O)NCCc2ccc(Cl)cc2)c(=O)c2cc(S(=O)(=O)N3CCCCCC3)ccc21	0%	-2%	15%	-0.2	x	-2	-1%	0%	0%
CCOC(=O)Cn1ccc(NC(=O)c2ccc3c(c2)OCO3)n1	0%	-2%	-46%	-1.0	-18	2	1%	5%	1%
O=C(Nc1ccc(N2CCCC2)c(Cl)c1)c1ccccc1[N+](=O)[O-]	-8%	-1%	-9%[11.4 µM]	-1.9	-16	1	-6%	15%	-10%
CC(C)CCNC(=O)c1ccc2nc(CCc3ccccc3)oc2c1	1%	0%	-12%	1.2	x	-8	-3%	-3%	-8%
COc1ccccc1N1CCN(C(=O)C(OC(C)=O)c2ccccc2)CC1 (configuration not stated)	0%	-7%	-32%[56.9 µM]	-0.3	6	3	-7%	7%	-2%
CCC1CCCCN1C(=O)NC(=O)c1ccccc1 (configuration not stated)	472%[activator]	0%	8%	x	x	-1	-9%	5%	3%
CN(C)C(=O)COC(=O)c1cc(Cl)cc(Cl)c1N	0%	-3%	0%	0.5	0	-2	-4%	-14%	-6%
CCN(CC(=O)Nc1ccccc1C(F)(F)F)C(=O)CN1C(=O)NC(C)(c2ccc3ccccc3c2)C1=O (configuration not stated)	-4%	0%	-5%	x	x	0	0%	4%	1%
CC(=O)c1ccc(CCCCCCCCCC(=O)O)s1	6%	-8%	-7%	0.5	-38	-2	-5%	4%	-6%
Cc1ccc(/C=N/N2CCN(c3ccncc3S(=O)(=O)N3CCCCC3)CC2)cc1	17%	-5%	-6%	-0.9	-4	1	-3%	0%	0%
CCN(CC(=O)NCc1ccc(F)cc1)C(=O)c1cccc(S(=O)(=O)N(C)c2ccc(OC)cc2)c1	283%[activator]	2%	1%	x	x	1	2%	1%	3%
CCC1CN(C(=O)N2CCC(C(=O)NCc3cccc(OC)c3OC)CC2)c2cc(C)ccc2O1 (configuration not stated)	1%&-7%	-3%&-3%	26%[11.4 µM]	0.0&-0.5	-8	-1&3	8%&3%	0%&-2%	-6%&1%
CCOc1ccc(Cl)cc1S(=O)(=O)NC1CCCC1	9%	9%	-3%	-0.5	-4	-10	7%	-5%	-1%
O=S(=O)(c1ccccc1)c1ccc(N2CCCCCC2)cc1	6%	0%	1%	-1.3	1	0	3%	0%	-7%
COc1ccc(C(C)=O)cc1COc1ccc(-n2cnnn2)cc1	111%[activator]	-2%	u	-1.0	6	-3	0%	5%	6%
CC1(C)CC(=O)C(Sc2nnc(-c3ccc(O)cc3)n2CC2CCCO2)C(=O)C1 (configuration not stated)	u	-5%	-9%	-0.4	7	-2	0%	x	-3%
O=C1C=C(N2CCCCC2)C2(CCCCC2)O1	-8%	-1%	-1%	-0.4	-18	4	0%	-18%	0%
c1nc(N2CCC3(CC2)OCCO3)c2[nH]cnc2n1	u	-2%	-10%	-0.9	13	-1	-8%	-1%	6%
CCNC(=S)NNC(=O)c1csc2c1CCC(C)C2 (configuration not stated)	4%	-4%	-14%[11.4 µM]	x	x	-3	3%	-1%	-1%
COc1cc(C(=O)N2CCN(c3ccc(Nc4ccccc4)nn3)CC2)cc(OC)c1OC	3%	0%	7%	0.3	x	-6	-2%	-19%	-10%
Cc1ccc(C(=O)Nc2nc(C)c(C(=O)N(C)C)s2)o1	110%[activator]	-1%	5%	x	x	-2	6%	-15%	0%
Cc1nn2c(=O)cc(CSc3ccccc3NC(=O)c3ccccc3)nc2s1	-6%	-6%	1%	0.4	0	-6	-2%	-2%	-9%
Cc1ccsc1C(=O)OCC(=O)NCCc1ccccc1	343%[activator]	8%	-9%	x	x	-3	0%	4%	-3%
CCOc1ccc(NS(=O)(=O)c2ccc(OCC(=O)NCCCOC)cc2)cc1	-16%	-3%	21%	0.5	11	-5	-3%	5%	-5%
COc1ccc(C(=O)NCc2cccs2)cc1S(=O)(=O)N1CCOCC1	-12%	-5%	-20%	1.3	-18	0	5%	7%	7%
Cn1nc([N+](=O)[O-])c(C(C#N)c2nc3ccccc3n2C)c(Cl)c1=O (configuration not stated)	3%	-4%	-12%	-0.5	1	5	-9%	-12%	2%
Cc1ccc2[nH]c(=O)c(CC=C(Cl)Cl)c(C)c2c1	0%	-2%	-10%	-1.0	-5	-6	-7%	1%	5%
Cc1ccc(/C=N/N2CCN(Cc3ccccc3)CC2)cc1	-2%	2%	2%	0.9	5	2	-2%	-4%	-18%
COc1cc(OC)c(N(C)S(=O)(=O)c2cccc(C(=O)OCC(=O)N3CCOCC3)c2)cc1Cl	-29%	-5%	-16%	x	x	-4	3%	-3%	-23%
COc1cccc(Oc2cncnc2-c2ccc(OC)cc2O)c1	0%	-6%	-8%	-0.8	2	-3	1%	2%	-2%
O=C(Cn1ncc2c(Cl)cccc21)NCc1cccc(F)c1	-1%	x	-27%	-1.4	x	-5	x	-1%	x

# Source: PubChem (National Center for Advancing Translational Sciences (NCATS))
